SNCA expr inh – reduces expression of the alpha-synuclein gene. Potency, µM (titrated, usually from 57.2 µM), without a hit: at the highest dose activity change, negative = inhibition, usual class: inhibitors. HEK-293 SNCA-luciferase knock-in, luminescence, 24 h. actives 0.17% (n = 140,000). AID 1671194;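 further: potency means the concentration at half of the fitted maximal effect; plate controls were DMSO cells for no effect and cell-free wells for full effect; nearly all actives have a fitted effect of over 45% in size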
SNCA viab count – reduces viability of HEK-293 SNCA reporter cells; HEK-293-SNCA-luc viability, GF-AFC fluorescence, 24 h; Potency, µM (doses to about 57.1 µM), inactives show at the highest dose activity change, negative = cytotoxicity, hits mostly cytotoxic; actives 0.12% (n = 150,000); AID 1671193;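 further: potency means the concentration at half of the fitted maximal effect; 0% = DMSO-treated cells and -100% = medium-only wells without cells; nearly all actives have a fitted effect of over 30% in size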
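Cytotoxicity counterscreen: after 24 h compound treatment of genome-edited SNCA-luciferase HEK-293 cells, live-cell protease substrate GF-AFC read by fluorescence after 30 min; activity scaled between DMSO (0%) and medium-only (-100%), curves Hill-fitted.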
HEK cytotox – cytotoxic compounds in HEK 293 cells; actives 6.6% (n = 94,000); HEK 293 viability, ATP luminescence (CellTiter-Glo), 48-72 h; Potency, µM (series often up to 115 µM), inactives show at the top dose activity change, negative = cytotoxicity, usual class: inhibitors; further: potency means the concentration at half of the fitted maximal effect; nearly all actives have a fitted effect of over 60% in size
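Cytotoxicity was scored by loss of ATP-coupled luminescence (CellTiter-Glo) in HEK 293 cells. Compound treatment ran 48 or 72 hr at 37 degree Celsius, 5% CO2, 95% humidity.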
IP6K1 inhibitor – inhibitors of human IP6K1; activity change, % (series mostly up to about 58 µM); Q92551; AID 1645851; IP6K1 kinase, ADP-Glo luminescence, 2 h; hits give low values; actives 0.81% (n = 140,000); in the data active means activity change below about -25%
Target sequence (Q92551 whole entry, looked up): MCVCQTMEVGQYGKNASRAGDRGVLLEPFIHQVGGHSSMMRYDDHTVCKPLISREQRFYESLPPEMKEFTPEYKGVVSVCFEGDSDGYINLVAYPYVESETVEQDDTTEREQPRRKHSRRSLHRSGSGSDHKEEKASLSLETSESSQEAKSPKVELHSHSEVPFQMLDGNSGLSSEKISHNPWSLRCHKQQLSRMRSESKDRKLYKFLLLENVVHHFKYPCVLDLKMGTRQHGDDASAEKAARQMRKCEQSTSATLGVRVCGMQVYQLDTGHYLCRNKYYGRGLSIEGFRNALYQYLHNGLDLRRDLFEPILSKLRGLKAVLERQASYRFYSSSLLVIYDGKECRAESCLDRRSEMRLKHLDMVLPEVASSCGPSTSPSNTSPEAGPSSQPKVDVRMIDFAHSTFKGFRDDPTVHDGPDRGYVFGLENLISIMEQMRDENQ
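ADP-Glo luminescence measures ADP made by human IP6K1 during a 2 h RT reaction with ATP/IP6 (mix at 1.3 mM/130 uM); top library doses 57.5 and 19.1 uM final.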
FLuc inh – inhibitors of firefly (Photinus pyralis) luciferase | Potency, µM (top dose mostly 115 µM), without a hit: top-dose activity change, negative = inhibition, actives largely listed as inhibitors | actives 2.5% (n = 76,000) | purified P. pyralis luciferase, luminescence, biochemical | P08659 | AID 1347043; further: potency means the concentration at half of the fitted maximal effect; nearly all actives have a fitted effect of over 65% in size
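Luminescence read by CCD imager after adding enzyme (10nM final) to wells holding compound, titrated in qHTS. Substrates 10uM each D-luciferin and ATP; buffer 50mM Tris acetate pH 7.5, 10mM Mg acetate, Tween-20, BSA.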
3T3 cytotox – kills NIH 3T3 cells. Potency, µM (top dose mostly 96.7 µM), for the others: at the top dose activity change, negative = cytotoxicity, actives largely listed as inhibitors. actives 4.3% (n = 94,000). NIH 3T3 viability, CellTiter-Glo ATP luminescence, 48-72 h; further: potency means the concentration at half of the fitted maximal effect; nearly all actives have a fitted effect of over 55% in size
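NIH 3T3 cells at 400 cells/well received 23 nL of compound by pintool and were incubated 48 or 72 h at 37 °C. Viability was read as ATP-coupled CellTiter-Glo luminescence.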
GPT2 inh – blocks human glutamate pyruvate transaminase 2. Recombinant GPT2, coupled pyruvate oxidase/HRP Amplex Red fluorescence. actives 0.25% (n = 100,000). Potency, µM (titrated, usually from 57.7 µM), inactives show at the top dose activity change, negative = inhibition, actives largely listed as inhibitors. Q8TD30; further: potency means the concentration at half of the fitted maximal effect; nearly all actives have a fitted effect of over 60% in size; many of its hits are not listed in these tables
Target sequence (Q8TD30 whole entry, looked up): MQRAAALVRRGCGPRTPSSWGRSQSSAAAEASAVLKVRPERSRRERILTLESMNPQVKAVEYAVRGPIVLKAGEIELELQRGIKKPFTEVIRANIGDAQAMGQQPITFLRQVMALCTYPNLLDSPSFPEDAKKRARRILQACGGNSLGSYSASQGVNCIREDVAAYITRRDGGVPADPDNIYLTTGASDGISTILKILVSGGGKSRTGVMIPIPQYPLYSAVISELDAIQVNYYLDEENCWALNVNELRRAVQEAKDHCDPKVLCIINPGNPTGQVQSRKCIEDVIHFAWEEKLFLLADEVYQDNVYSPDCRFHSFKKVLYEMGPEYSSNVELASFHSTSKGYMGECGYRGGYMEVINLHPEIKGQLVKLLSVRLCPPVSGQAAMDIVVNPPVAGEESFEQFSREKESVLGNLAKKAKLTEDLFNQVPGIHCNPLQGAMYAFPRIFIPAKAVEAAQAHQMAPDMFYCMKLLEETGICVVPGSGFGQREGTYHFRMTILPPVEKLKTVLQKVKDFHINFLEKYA
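Fluorescence of coupled pyruvate oxidase/HRP/Amplex Red system (50uM Amplex, 30 min, dark) reports pyruvate formed by GPT2. Enzyme reaction: 10ng/uL GPT2, 2mM L-alanine, 250uM a-KG, 30 min room temperature, pH 7.5; 50uM AOA control.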
Numbers without * were called inactive; i = inactive; ? = inconclusive; . = not tested or not shown; [ ] = dose if it differs, or a comment. Unless noted, the call rests on the fitted dose curve; in most records, active means well fitted curve in the direction sought with a large enough effect; inconclusive means small, poorly fitted or top-dose-only effect, or another doubt; inactive means no such curve, though single readings can be large; an effect the other way counts as inactive or inconclusive. Unless noted, on the % scale 0 is the no-effect control and ±100 the full control effect.

SMILES | SNCA expr inh | SNCA viab count | HEK cytotox | IP6K1 inhibitor | FLuc inh | 3T3 cytotox | GPT2 inh
O=C(NCC1CN(C(=O)Cc2cccc(Cl)c2)CC12CN(c1ccccc1)C2)c1ccccc1 (centres undefined) | -18.0% | -0.5% | ? | 12.7 | -0.8% | -34.0% | -11.5%
CC(=O)NCC(=O)N1Cc2ccccc2CC2(CCCN(CC3CCNC3)C2)C1 (centres undefined) | 5.4% | 4.2% | -13.4% | 7.3 | . | -14.1% | 2.5%
O=C(c1ccco1)N1CCCCCC1CN1CCOCC1 (centres undefined) | -6.3% | -2.2% | -2.9% | -6.6 | -5.7% | -17.6% | i
Cc1ccc(CN2CC[C@@H]3CN(S(C)(=O)=O)[C@@H]3C2)cc1C | 12.1% | 10.7%[12.5 µM] | -5.3% | 10.1 | -3.5% | i | i
O=C(C1CCCC1)N1CCN(c2ccc3nnc(C4CC4)n3n2)CC1 | . | . | -3.7%[172 µM] | 1.3 | . | -21.9%[138 µM] | .
Cc1cn2nc(C(=O)N3CCC(NC(=O)c4c(F)cccc4F)CC3)cc2c(=O)[nH]1 | -5.2% | 8.2% | -3.3% | 17.3 | 5.6% | -4.0% | -2.0%
COc1cccc(CN2CCCN(S(C)(=O)=O)C(c3ccccc3)CC(=O)NCC2)c1 (centres undefined) | 9.6% | -11.1% | -6.8% | 13.8 | 7.4% | -14.8% | 0.6%
CCc1cccc(NC(=O)CN2CC3CC(C2)[C@H]2CCCC(=O)N2C3)c1 (some centres undefined) | 16.7% | 0.7% | -29.0% | 38.4 | -0.8% | 1.9% | i
COCCNC(=O)C[C@@H]1C[C@H]2O[C@H](CNCc3ccccc3Cl)[C@@H](O)[C@H]2O1 | ? | -1.8%[87.6 µM] | i | 11.3 | -3.3%[172 µM] | i | -1.7%[88.5 µM]
Cn1cc(-c2ccc(O)c(F)c2)c2nc(COc3ccc(Cl)cc3)cn2c1=O | -8.4%[87.6 µM] | -18.4%[87.6 µM] | 31.6µM* | -13.7 | -20.1%[172 µM] | 31.6µM* | -7.7%[88.5 µM]
O=C(NCCCN1CCOCC1)c1cccnc1N1CC2CC(C1)[C@H]1CCCC(=O)N1C2 (some centres undefined) | 10.2% | 2.4% | 7.7% | 3.8 | 0.0% | i | i
O=C(CC1COCCN1)NCCn1nc(-c2ccccc2)ccc1=O (centres undefined) | -11.3% | 9.8% | i | 20.5 | 0.0% | 3.4% | 0.8%
O=C(NCc1ccccc1F)c1cc(-c2cc(Cl)cc(Cl)c2)c2nncn2n1 | 20.5% | 5.3%[12.5 µM] | -19.2% | 24.3 | . | -22.6% | i
CN(C)c1nc(-c2ccccc2)nc2c1CCN(C(=O)c1ccncc1)C2 | 14.1% | -7.0% | -5.3% | -0.7 | -1.8% | ? | -0.6%
CC(C)c1nncn1C1CCN(C(=O)c2cc(-c3cccs3)[nH]n2)C1 (centres undefined) | -14.8% | -10.9% | 7.1% | 7.6 | -8.0% | -2.5% | 2.6%
C=CCNC(=O)N1CCOC(CN(CC(C)C)C(=O)c2ccc(OC)c(OC)c2)C1 (centres undefined) | -7.8% | 11.4% | i | 1.4 | 0.7% | i | i
CCOc1ccccc1NC(=O)Cn1c(=O)n(-c2ccc(F)cc2)c(=O)c2sc3ccccc3c21 | 6.9% | -12.0% | . | 0.1 | . | . | .
CC(=O)OCC1=C[C@H](O)[C@@H]2C(C(=O)O)=CO[C@@H](O[C@@H]3O[C@H](CO)[C@@H](O)[C@H](O)[C@H]3O)[C@H]12 | . | -15.2%[23.9 µM] | . | 11.5 | . | . | 1.8%[27.3 µM]
CCc1ccc(OCC(=O)NCC(c2ccc(Cl)cc2)N2CCOCC2)cc1 (centres undefined) | 22.3% | 6.0% | . | -10.9 | . | . | .
CN(C)C(=O)C1CCc2nnc(-c3ccc(F)cc3)n21 (centres undefined) | -23.3%[87.6 µM] | -2.6%[87.6 µM] | 3.9%[172 µM] | 0.3 | . | -0.2%[138 µM] | i
O=C(NC1CCCCC1)N1CCn2c(nnc2C2CCCN2)C1 (centres undefined) | -4.5% | -10.0% | -27.5% | 2.1 | . | -26.8% | i
CCN(Cc1ccccc1)Cc1c(O)ccc2c(=O)c(-c3ccc(Cl)cc3Cl)coc12 | -1.4% | 9.8% | . | 0.1 | . | . | .
COCCn1ncc(N2CCC(C(=O)N3CCN(C(C)C)CC3)C2)cc1=O (centres undefined) | 6.8% | 3.3% | i | 27.0 | 0.0% | -5.6% | ?
Cc1ccccc1-c1cc(N2CCN(C)CC2)ncc1N(C)C(=O)C(C)(C)c1cc(C(F)(F)F)cc(C(F)(F)F)c1 | . | -19.9% | . | -1.5 | . | . | 0.7%
COC1CN(C(=O)Nc2cccc(C#N)c2)CCC(=O)N(C)c2ccccc21 (centres undefined) | -24.0%[25.6 µM] | 3.4%[23.9 µM] | -16.1%[57.5 µM] | 3.8 | . | ? | -1.4%[27.3 µM]
CN1CCN(C(=O)c2cn[nH]n2)CC12CCC(=O)N(CCO)CC2 (centres undefined) | 10.2% | -2.2% | -3.2% | -5.0 | -11.6% | 3.5% | -4.1%
COc1cccc(CNC(=O)Cn2ccn3nc4c(c3c2=O)CCCCC4)c1OC | 12.3% | ? | ? | 1.3 | -3.3% | -19.0% | i
CCOC(=O)c1ccc(NC(=O)c2oc3c(c2C)-c2nn(Cc4ccccc4Cl)cc2CC3)cc1 | 7.6% | 9.1% | . | 6.1 | . | . | .
Cc1ccn2c(=O)cc(COc3ccc(NC(=O)C(C)(C)C)cc3)nc2c1 | ? | 7.6% | . | 13.1 | . | . | .
Cc1cccc(-c2nocc2CCC(=O)N2CCN(c3cccc(C)c3)CC2)c1 | 5.8% | -8.0% | ? | 10.9 | 0.2% | ? | 0.2%
Cc1ccc(Nc2ccnc(N3CCN(C(=O)c4cccc(Cl)c4)CC3)n2)cc1 | 4.9% | -8.1% | ? | -0.1 | . | ? | i
COCCNC(=O)C(=O)Nc1c2c(nn1-c1ccccc1)CS(=O)(=O)C2 | -17.4% | 0.5% | . | -14.8 | . | . | .
O=C1Nc2ccc(-c3ccccc3)cc2C(=O)N2CCN(C(=O)c3cccs3)C[C@H]12 | -20.7%[87.6 µM] | 3.6%[87.6 µM] | ? | -5.1 | -15.8%[172 µM] | -41.7%[174 µM] | -0.6%[88.5 µM]
COc1ccc(-c2noc([C@@H]3CCCN3C(=O)CCCc3ccccc3)n2)cc1 | 14.7% | -7.1% | ? | -1.8 | -8.7% | ? | 3.1%
COc1ccc(CC(=O)Nc2sc3c(c2C(=O)Nc2ccccc2)CCCCC3)cc1 | -4.1% | 3.7% | . | 4.5 | . | . | .
CC(CCn1cccn1)NC(=O)c1ccc(OC2CCN(S(=O)(=O)N(C)C)CC2)cc1 (centres undefined) | 14.5% | 3.1% | ? | 2.7 | 0.8% | -10.6% | -23.4%
O=C(CCC[C@H]1NC[C@@H]2CC1CN(Cc1ccccc1)C2)NCCCN1CCCCC1 | ? | -9.2% | -22.0% | 12.0 | -9.5% | -18.7% | 4.0%
CC(=O)NC1(C)CCN(Cc2cnc(-c3cccc(N(C)C)c3)s2)CC1 | 86.9%[activator][87.6 µM] | -6.6%[87.6 µM] | ? | -6.4 | -19.4%[172 µM] | 2.6%[138 µM] | i
O=C1Nc2ccccc2C12CCN(Cc1cncs1)C2 (centres undefined) | -17.1%[87.6 µM] | 1.0%[87.6 µM] | i | -2.7 | . | i | -4.5%[88.5 µM]
CCOc1ccccc1C1NC(=O)N(CC(=O)N(C)c2cccc(C)c2)C2=C1C(=O)OC2 (centres undefined) | -2.3% | -12.9% | -2.7% | 4.5 | 9.1% | i | 1.1%
CCn1c(=O)cc(OCC(=O)Nc2ccc(C)c(F)c2)c2ccccc21 | -0.2% | 3.6% | . | 4.5 | . | . | .
CNC(=O)c1cn2cc(-c3cccc(C(F)(F)F)c3)sc2n1 | 88.8%[activator][87.6 µM] | -8.5%[87.6 µM] | 28.2µM* | 16.1 | . | ? | i
CC1(c2ccccc2)N(Cc2ccccc2)C(=O)OC12CCN(C(=O)c1cccc(Cl)c1)CC2 (centres undefined) | -13.1% | -1.7% | -29.4% | -19.1 | 2.4% | ? | -13.0%
O=C(NCc1ccc(Cl)cc1)c1noc(-c2ccc(F)cc2)n1 | 39.2%[activator] | 7.1% | ? | 11.6 | -19.0% | -17.9% | i
CCN(Cc1cc(C)[nH]n1)CC1CCCN(CCc2cccc(OC)c2)C1 (centres undefined) | 3.5% | -2.3% | ? | 9.5 | 2.0% | -21.2% | -9.3%
C=C(C)C1CC(O)C(C)C12CC(O)C1(C)OC1C2O (centres undefined) | . | ? | . | 6.9 | . | . | 0.7%
O=C(c1ccc(-c2cccs2)cc1)N1CCC(C(=O)N2CCCC2)CC1 | . | . | ? | -18.6 | . | ? | .
CCCOC(=O)c1c(NC(=O)c2cc3ccccc3c(=O)o2)sc2c1CCC(C)C2 (centres undefined) | -28.7% | 6.8% | . | -12.3 | . | . | .
O=C(NCCCN1CCc2ccccc2C1)c1c(OCC2CC2)cc(=O)n2c1CCCCC2 | -12.4% | -3.3% | -5.7% | 10.3 | -7.8% | ? | 1.5%
CCc1cc(N2CCC(NCCc3cccc(Cl)c3)CC2)nc(C)n1 | -15.5% | -12.7% | ? | 0.9 | -3.1% | 39.8µM* | -7.9%

Next records
SMILES | SNCA expr inh | SNCA viab count | HEK cytotox | IP6K1 inhibitor | FLuc inh | 3T3 cytotox | GPT2 inh
O=C1NCc2ccccc2CC12CCN(Cc1ccc(O)cc1)C2 (centres undefined) | 21.0% | -5.9% | -17.5% | -6.7 | . | -14.4% | i
O=C(NCc1ccccc1)c1ccc2nnc(-c3ccc(F)cc3)n2c1 | 13.6% | -3.0% | -7.5% | 3.7 | . | -28.5% | -37.4%
O=C(NCc1cccnc1)c1nc(-c2cc(Cl)cc(Cl)c2)c2ccccn12 | 1.6% | 13.2% | 4.8% | -8.4 | 4.9% | -5.1% | i
CN1C(=O)CC[C@]2(C(=O)NCc3cccs3)CCCC[C@@H]12 | 21.3% | 5.8% | i | -6.2 | 1.7% | i | -3.1%
Cc1ccc(NC(=O)Nc2ccc(C)n(CC(=O)NC(C)c3cccnc3)c2=O)cc1 (centres undefined) | -27.6% | 2.4% | ? | -6.4 | 1.12µM* | -21.3% | i
COc1ccc(C(=O)N2CCC(C3CCNC3)CC2)cc1F (centres undefined) | ? | -7.0%[12.5 µM] | -9.3% | -5.5 | -5.9% | 1.8% | -3.5%

From PubChem BioAssay
